# USP1-UAF1 inh: Inhibitors of USP1/UAF1: Primary Screen. recombinant USP1/UAF1, Ub-Rhodamine cleavage fluorescence. Ubiquitin carboxyl-terminal hydrolase 1 (Homo sapiens), O94782. actives 0.23% (n = 390,000). Potency, µM (doses to about 57.1 µM), inactives show at the highest dose activity change, negative = inhibition, actives largely listed as inhibitors; note: % is set by controls: 0 for no effect and ±100 for the full control effect; nearly all actives have a fitted effect of over 60% in size; inactives centre near -12
#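 USP1/UAF1 complex (1 nM) preincubated 15 min at room temperature with compound, then Ub-Rho substrate (150 nM final) added. Kinetic fluorescence at 480/540 nm over 6 reads at 60 s intervals; 50 mM HEPES pH 7.8, 0.5 mM EDTA, 0.1 mg/ml BSA, 1 mM TCEP, 0.01% Tween-20.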
# ALOX12 inh: Primary qHTS assay for inhibitors of human arachidonate 12S-lipoxygenase (ALOX12): Round 2; Polyunsaturated fatty acid lipoxygenase ALOX12 (Homo sapiens), P18054; actives 1.1% (n = 580,000); Potency, µM (titrated, usually from 108 µM), without a hit: top-dose activity change, negative = inhibition, usual class: inhibitors; purified 12hLO, xylenol orange hydroperoxide absorbance; note: % is set by controls: 0 for no effect and ±100 for the full control effect
#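 Purified human 12hLO at 150 nM in 25 mM Hepes, 0.01% Triton X-100, pH 7.0, preincubated 15 min at room temperature with compound. Reaction started with 40 uM arachidonic acid, 30 min at room temperature. Hydroperoxide measured by Fe-xylenol orange, 573/405 nm absorbance ratio.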
# RXFP1 ag: qHTS Assay for Agonists of the Relaxin Receptor RXFP1; HEK293T-RXFP1 cAMP TR-FRET, 30 min; response scale: percent of porcine relaxin response, buffer zero; Potency, µM (top dose mostly 57.5 µM), inactives show at the top dose activation, hits mostly activators; actives 0.3% (n = 370,000); note: % is set by controls: 0 for no effect and ±100 for the full control effect; nearly all actives have a fitted effect of over 60% in size; many of its hits are not listed in these tables
#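 cAMP rise read by TR-FRET after 30 min, 37C compound exposure (up to 58 uM) in RXFP1-transfected HEK293 cells with Ro 20174 present. EC50 from Hill-equation fits, with 29 nM porcine relaxin as 100% and buffer as basal.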
# TrxR1 substrate: qHTS Assay for Substrates of Mammalian Selenoprotein Thioredoxin Reductase 1 (TrxR1): qHTS | Thioredoxin reductase 1, cytoplasmic (Rattus norvegicus), O89049 | purified TrxR1 substrate turnover, NADPH consumption readout | Potency, µM (titrated, usually from 114 µM), inactives show at the top dose activity change, negative = substrate turnover | actives 0.01% (n = 390,000) | AID 588456, 2011; note: % is set by controls: 0 for no effect and ±100 for the full control effect; nearly all actives have a fitted effect of over 50% in size
# Target sequence (O89049 whole entry, looked up): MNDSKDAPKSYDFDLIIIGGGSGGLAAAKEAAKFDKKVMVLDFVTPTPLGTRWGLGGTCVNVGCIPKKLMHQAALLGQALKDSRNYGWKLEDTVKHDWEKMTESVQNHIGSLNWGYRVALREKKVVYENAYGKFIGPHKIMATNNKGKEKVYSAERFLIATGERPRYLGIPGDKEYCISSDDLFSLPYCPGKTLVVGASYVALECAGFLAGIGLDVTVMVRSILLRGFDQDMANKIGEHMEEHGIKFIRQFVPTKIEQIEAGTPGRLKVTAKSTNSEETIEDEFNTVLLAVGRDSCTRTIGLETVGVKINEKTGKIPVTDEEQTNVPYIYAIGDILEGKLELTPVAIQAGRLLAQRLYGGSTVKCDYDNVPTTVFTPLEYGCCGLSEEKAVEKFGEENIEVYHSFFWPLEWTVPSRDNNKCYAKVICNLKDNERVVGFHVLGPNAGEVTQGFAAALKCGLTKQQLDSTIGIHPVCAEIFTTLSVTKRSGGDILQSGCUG
#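 Rat TrxR1, dispensed at 90 nM, was prereduced with 400 uM NADPH (final) for 5 min at ~22 deg C, then incubated with compound 15 min before 400 uM selenite. A first-read NADPH fluorescence drop versus no-compound background flagged substrates.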
# Vif-APOBEC3G blk: qHTS for Inhibitors of Vif-A3G Interactions: qHTS | actives 0.076% (n = 410,000) | HeLa A3G-eYFP + Vif (tagged APOBEC3G with the HIV-1 protein that degrades it), YFP fluorescence, overnight | AID 602310, 2012 | DNA dC->dU-editing enzyme APOBEC-3G (Homo sapiens), Q9HC16 | Potency, µM (series often up to 46.1 µM), for the others: at the top dose activity, negative = active, actives largely listed as inhibitors;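 note: % is set by controls: 0 for no effect and ±100 for the full control effect; nearly all actives have a fitted effect of over 60% in size; hits raise eYFP signal because A3G escapes Vif-driven loss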
#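 HeLa cells stably expressing Vif and C-terminally eYFP-tagged A3G, seeded overnight at 37 deg C, then exposed to compound by pintool overnight at 37 deg C. Rise in yellow fluorescence (Ex 488/Em 500-530, Acumen) marks blocked Vif-driven A3G degradation.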
# rTrxR1 inhibitor: qHTS Assay for Inhibitors of Mammalian Selenoprotein Thioredoxin Reductase 1 (TrxR1): qHTS; Thioredoxin reductase 1, cytoplasmic (Rattus norvegicus), O89049; Potency, µM (highest dose often 114 µM), for the others: top-dose activity change, negative = inhibition, usual class: inhibitors; recombinant rTrxR1, NADPH fluorescence consumption, selenite substrate; actives 1% (n = 390,000); AID 588453, 2011; note: % is set by controls: 0 for no effect and ±100 for the full control effect; nearly all actives have a fitted effect of over 65% in size
#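 Rat TrxR1 (90 nM in the dispensed reagent) was pre-reduced with 400 uM NADPH for 5 min at room temperature, then incubated with compound for 15 min. After 400 uM selenite was added, NADPH fluorescence (Ex 340/Em 450 nm) was followed for 8 min.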
# RGS4 inhibitor: Inhibitors of Regulator of G Protein Signaling (RGS) 4: qHTS; actives 0.039% (n = 390,000); AID 504845, 2011; Potency, µM (titrated, usually from 114 µM), inactives show top-dose activity change, negative = inhibition, actives largely listed as inhibitors; Transcreener GDP fluorescence polarization, RGS4-accelerated GTP hydrolysis; Regulator of G-protein signaling 4 (Homo sapiens), P49798; note: % is set by controls: 0 for no effect and ±100 for the full control effect; nearly all actives have a fitted effect of over 75% in size; some results filed as inactive show a strong effect at the top dose
#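 MLSMR compounds (23 nl, pin-transferred) preincubated 10 min at room temperature with a 500nM (2x) first reagent, then RGS4 at 900nM (2x) plus Transcreener GDP mix added; fluorescence polarization (620/688 nm) read before and after 90 min at 30 °C.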
# Vif-A3F inh: qHTS for Inhibitors of Vif-A3F Interactions: qHTS | AID 602313, 2012 | HeLa A3F-eYFP + Vif (tagged APOBEC3F with the HIV-1 protein that degrades it), YFP fluorescence increase | actives 0.2% (n = 390,000) | Potency, µM (series often up to 46.1 µM), inactives show at the highest dose activity, negative = active; note: % of control where 0% means no effect; nearly all actives have a fitted effect of over 65% in size
#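 Fluorescence increase (Ex 488/Em 500-530) after overnight compound treatment at 37 deg C flags inhibition of Vif-driven A3F-eYFP loss in stable HeLa A3F-eYFP/Vif cells seeded overnight beforehand.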
# mIDH1 inhibitor: qHTS for Inhibitors of mutant isocitrate dehydrogenase 1 (IDH1): qHTS. IDH1-R132H enzyme, NADPH consumption, diaphorase/resazurin fluorescence. Potency, µM (top dose mostly 76.6 µM), without a hit: top-dose activity change, negative = inhibition, hits mostly inhibitors. actives 0.093% (n = 390,000). AID 602179, 2012; note: % is set by controls: 0 for no effect and ±100 for the full control effect; nearly all actives have a fitted effect of over 65% in size
# Target sequence (O75874 whole entry R132H, stated change not applied): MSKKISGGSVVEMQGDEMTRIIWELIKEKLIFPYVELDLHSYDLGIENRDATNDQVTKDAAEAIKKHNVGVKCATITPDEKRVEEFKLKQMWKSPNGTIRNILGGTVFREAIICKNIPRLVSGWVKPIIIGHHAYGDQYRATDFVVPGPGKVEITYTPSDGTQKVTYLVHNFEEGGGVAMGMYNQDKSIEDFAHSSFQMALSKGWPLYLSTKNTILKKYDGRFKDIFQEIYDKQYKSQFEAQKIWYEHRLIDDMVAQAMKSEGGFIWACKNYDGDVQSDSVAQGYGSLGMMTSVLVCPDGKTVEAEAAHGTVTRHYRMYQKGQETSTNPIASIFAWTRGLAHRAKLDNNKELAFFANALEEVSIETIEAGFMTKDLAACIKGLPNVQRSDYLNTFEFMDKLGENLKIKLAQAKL
#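 IDH1-R132H (0.5 ug/mL) preincubated 30 min with compound, then NADPH (0.016 mM) and alpha-KG (2 mM) added; 80 min at RT, pH 7.5. Remaining NADPH coupled via diaphorase/resazurin to fluorescence (540/590 nm); concentration-response curves normalized to no-enzyme control.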
# Active calls of the source: *; i = inactive; ? = inconclusive; / = not tested or not shown; & = joins results of further samples; [ ] = dose if it differs, or a comment. Calls come from the whole dose curve; as a rule, active = well fitted curve in the direction sought with a large enough effect; inconclusive = small, poorly fitted or top-dose-only effect, or another doubt; inactive = no such curve, though single readings can be large; an effect the other way counts as inactive or inconclusive. Potency is the fitted concentration of half-maximal effect. Not all compounds are listed, so the mix of outcomes need not match the whole.
# Screens in order: ALOX12 inh	mIDH1 inhibitor	RXFP1 ag	USP1-UAF1 inh	rTrxR1 inhibitor	Vif-A3F inh	TrxR1 substrate	Vif-APOBEC3G blk	RGS4 inhibitor
O=C1CCCN1CC(O)CS(=O)(=O)Cc1ccc(Cl)c(Cl)c1 (stereo not drawn)
    2%	3%	0.6%	-21%	18%	0%	4%	-5%	-24%
Cc1ccc(N(C(=O)c2snc(C(N)=O)c2N)C(C(=O)NC2CCCC2)c2ccco2)cc1 (stereo not drawn)
    -1%	?	1.7%	-14%	-23%	8%	-7%	2%	-7%
C=CCc1cc(C=O)cc(OC)c1OCc1ccc(C(=O)O)cc1
    -17%	7%	2.0%	-1%	22%[11.4 µM]	2%	-18%[11.4 µM]	-3%	-51%
CC1CCCN(C(=O)CN2C(=O)NC(C)(c3ccc4ccccc4c3)C2=O)C1 (stereo not drawn)
    -15%	-3%	/	-1%	-5%	-17%	-8%	-6%	-8%
CCC(CC)Nc1ccc(C(CC(N)=O)NC(=O)c2ccccc2)cc1[N+](=O)[O-] (stereo not drawn)
    -16%	-7%	-0.8%	-17%	-14%[57.1 µM]	5%	-9%[57.1 µM]	2%	7%
COc1ccc(C(=O)Nc2nnc(S(=O)(=O)N3CCN(c4ccc(F)cc4)CC3)s2)cc1
    2%	26%	0.6%	-9%	13%	0%	8%[11.4 µM]	-2%	-6%
COc1ccc(Cc2nnc(SCC(=O)c3ccccc3)o2)cc1
    4%	9%	-1.4%	-19%	20%	-1%	9%	-23%	-11%
CC(C)OC(=O)C1C(=O)CC(C)(O)C(C(=O)OC(C)C)C1c1ccc(F)cc1 (stereo not drawn)
    17%	0%	0.5%	-11%	-3%	2%	-2%	0%	9%
COc1cccc(COC(=O)C2CC(=O)N(Cc3ccccc3)C2)c1OC (stereo not drawn)
    4%	0%	/	-22%	/	-1%	/	-3%	/
O=C(O)c1ccccc1COc1ccccc1Cl
    5%	0%	1.9%	4%	-3%	-6%	6%[57.1 µM]	-9%	22%
COc1ccc(NC2=NCC(=O)N2c2ccccc2)c(OC)c1
    ?	-2%	0.3%	1%	9%	4%	13%[57.1 µM]	-3%	0%[11.4 µM]
Cc1ccc(C(=O)Cn2c(C(=O)OCCO)cc3ccccc32)cc1
    12%	5%	-0.9%	-23%	16%	?	2%	?	20%
O=C(CCC(=O)Nc1ccccc1)NNC(=O)C(c1ccccc1)c1ccccc1
    17%	2%	0.0%	-1%	-4%	7%	-12%	3%	3%
Cc1ccc(-c2nc(C=Nc3ccccc3)c(O)o2)cc1
    ?	-4%	3.0%	-19%	8%	-4%	3%	-6%	3%
Cc1ccc(-n2nc3c(=O)n(CC(=O)Nc4ccccc4F)nc(C)c3c2C)c(C)c1
    ?	/	-2.3%	18%	12%	/	-1%	/	8%
CCOC(=O)c1cnc(SCC(=O)N2CCN(c3ccccc3)CC2)nc1N
    -4%	3%	1.4%	2%	12%[57.1 µM]	-6%	10%[57.1 µM]	-8%	-6%
CC1CC(=O)Nc2ccccc2N1S(=O)(=O)c1ccccc1 (stereo not drawn)
    4%	1%	-0.9%	-18%	8%	-2%	3%	-1%	-47%[56.9 µM]
COc1cc(-c2oc3ccc(C)cc3c(=O)c2O)cc(OC)c1OC
    -28%	-11%	?	-19%	17%	-1%	-4%	2%	-7%
COc1ccc(Cl)cc1NC(=O)CCN1C(=O)NC(C)(C)C1=O
    -15%	-3%	1.5%	-17%	5%[57.1 µM]	-3%	0%[57.1 µM]	-1%	1%
COc1ccc2cc(-c3[nH]ncc3CNCCn3nc(C)cc3C)ccc2c1
    2%	3%	-0.6%	-23%	29%	1%	8%	0%	-25%
CC(Oc1ccc2ccccc2c1)C(=O)N/N=C/c1cccnc1 (stereo not drawn)
    7%	0%	-0.7%	?	16%	1%	3%	-12%	-4%
COc1cccc(Oc2nccc(N(C)C)c2C#N)c1
    -2%	-4%	2.7%	-14%	8%[57.1 µM]	5%	0%[57.1 µM]	-1%	13%
Cc1ccc(NC(=O)C(=O)NCC2CCCO2)cc1C (stereo not drawn)
    7%	3%	-0.5%	-10%	-5%	1%	-4%	0%	-17%[11.4 µM]
CCN(CC)CCNC(=O)c1nn(-c2ccc(C)cc2)c(=O)c2c1c1ccccc1n2C
    -6%	0%	0.8%	1%	16%	-12%	17%	4%	30%
Cc1ccccc1CN1C(=O)CSc2ccc(C(=O)N3CCOCC3)cc21
    13%	2%	0.9%	-11%	19%[57.1 µM]	1%	-3%	0%	-2%
Clc1cccc(Cl)c1NC1=NCCN1
    ?	/	-0.7%	/	5%[57.1 µM]	/	3%[57.1 µM]	/	35%[activator][56.9 µM]
COC(=O)c1sccc1S(=O)(=O)N1CCN(c2cc(Cl)ccc2C)CC1
    0%	-2%	0.2%	-27%	14%[57.1 µM]	-6%	2%[57.1 µM]	-8%	2%
CC(C)Cn1c(=O)c2ccccc2n2c(CCC(=O)NCc3ccccc3Cl)nnc12
    0%	-8%	-0.7%	?	16%	0%	2%	3%	2%
Cc1ccc(NC(=O)CCN2C(=O)c3ccccc3C2=O)cc1C
    /	0%	0.0%	-8%	16%	1%	-2%	2%	-21%
Fc1ccc(-c2csc(=Nc3cccc(C(F)(F)F)c3)n2Cc2ccc3c(c2)OCO3)cc1
    ?	0%	-0.6%	-7%	14%	2%	-4%	3%	-23%
O=C(N/N=C/C1=Cc2ccccc2OC1)c1ccncc1
    62%[activator]	-4%	4.8%	?	?	-17%	-2%[57.1 µM]	-4%	-39%
COc1ccc(CNC(=O)CC(c2ccc(OC)c(OC)c2)N2Cc3ccccc3C2=O)cc1 (stereo not drawn)
    -25%	-11%	0.8%	-4%	-24%	4%	-14%	3%	-10%
Cc1nc(-c2ccccc2O)n(S(=O)(=O)N(C)C)n1
    -2%	2%	1.8%	-17%	-10%	/	-4%	-1%	-21%
CC(C)(C)c1ccc(C(=O)NCCC(=O)NNC(=O)COc2ccc(F)cc2)cc1
    i	-8%	/	-23%	17%	-19%	3%	-7%	-3%
CCSc1nnc(NC(NC(C)=O)(C(F)(F)F)C(F)(F)F)s1
    22%	0%	2.2%	-10%	8%	-8%	0%	0%	-23%
C/C(=C\c1ccccc1)CN1CCN(c2ccccc2F)CC1
    ?	3%	0.0%	-12%	12%	0%	3%	-5%	2%
N/C(COc1ccc(Cl)cc1Cl)=N\O
    135%[activator]	-3%	-2.2%	-8%	19%	4%	3%	-4%	19%
O=C(Cn1cccn1)N1CCCC(N2CCN(Cc3ccc4c(c3)OCO4)CC2)C1 (stereo not drawn)
    2%	0%	2.7%	-14%	10%	3%	1%	3%	24%
CC1=NN(c2ccc(Cl)cc2)C(=O)C1
    8%	0%	-1.9%	-8%	1%[57.1 µM]	-9%	1%[57.1 µM]	-6%	-12%
CCOc1ccc(N2CC(C(=O)NCCN3C(=O)S/C(=C\c4cccnc4)C3=O)CC2=O)cc1 (stereo not drawn)
    -16%	-4%	5.6%	-17%	6%	16%	-9%	-9%	-44%
Cc1ccc(S(=O)(=O)NC2=NCN(Cc3cccnc3)CN2)cc1
    -8%&-3%	9%	-0.1%	-3%	15%[57.1 µM]	-8%	0%	1%	33%
Cc1ccc(N2CC(NS(=O)(=O)c3cccnc3)CC2=O)cc1C (stereo not drawn)
    11%	10%	3.6%	-8%	10%[57.1 µM]	2%	4%[57.1 µM]	-2%	-20%
Cc1cccc(OCCNC(=O)CCNS(=O)(=O)c2ccc3ccccc3c2)c1
    3%	2%	-0.7%	-12%	-4%	-4%	-4%	-2%	-47%
Cc1ccc(N=C2NC(=O)/C(=C/c3cccn3C)S2)cc1C
    58%[activator]	0%	-0.2%	-3%	15%[11.4 µM]	?	-6%	?	-38%
COc1ccc(C2c3[nH]c4ccccc4c3C[C@H]3C(=O)N(CCCO)CC(=O)N23)cc1OC (stereo partly drawn)
    1%	2%	2.9%	-9%	10%[57.1 µM]	-3%	-6%[57.1 µM]	5%	0%

# Screening results (PubChem)
